IDE act: human IDE activators in live cells, primary screen, fluorescence polarization, HEK cells, FAbeta-B substrate | Insulin-degrading enzyme (Homo sapiens), P14735 | FAbeta-B cleavage; 0% vehicle, 100% cell-free pure enzyme wells | activation, % at 5.96 µM | hit rate 0.073% among 340,000;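 active = activation above the mean of all tested compounds plus 3 SD, set per screening campaign, cut at about 17% in these data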
Target sequence (P14735 whole entry, looked up): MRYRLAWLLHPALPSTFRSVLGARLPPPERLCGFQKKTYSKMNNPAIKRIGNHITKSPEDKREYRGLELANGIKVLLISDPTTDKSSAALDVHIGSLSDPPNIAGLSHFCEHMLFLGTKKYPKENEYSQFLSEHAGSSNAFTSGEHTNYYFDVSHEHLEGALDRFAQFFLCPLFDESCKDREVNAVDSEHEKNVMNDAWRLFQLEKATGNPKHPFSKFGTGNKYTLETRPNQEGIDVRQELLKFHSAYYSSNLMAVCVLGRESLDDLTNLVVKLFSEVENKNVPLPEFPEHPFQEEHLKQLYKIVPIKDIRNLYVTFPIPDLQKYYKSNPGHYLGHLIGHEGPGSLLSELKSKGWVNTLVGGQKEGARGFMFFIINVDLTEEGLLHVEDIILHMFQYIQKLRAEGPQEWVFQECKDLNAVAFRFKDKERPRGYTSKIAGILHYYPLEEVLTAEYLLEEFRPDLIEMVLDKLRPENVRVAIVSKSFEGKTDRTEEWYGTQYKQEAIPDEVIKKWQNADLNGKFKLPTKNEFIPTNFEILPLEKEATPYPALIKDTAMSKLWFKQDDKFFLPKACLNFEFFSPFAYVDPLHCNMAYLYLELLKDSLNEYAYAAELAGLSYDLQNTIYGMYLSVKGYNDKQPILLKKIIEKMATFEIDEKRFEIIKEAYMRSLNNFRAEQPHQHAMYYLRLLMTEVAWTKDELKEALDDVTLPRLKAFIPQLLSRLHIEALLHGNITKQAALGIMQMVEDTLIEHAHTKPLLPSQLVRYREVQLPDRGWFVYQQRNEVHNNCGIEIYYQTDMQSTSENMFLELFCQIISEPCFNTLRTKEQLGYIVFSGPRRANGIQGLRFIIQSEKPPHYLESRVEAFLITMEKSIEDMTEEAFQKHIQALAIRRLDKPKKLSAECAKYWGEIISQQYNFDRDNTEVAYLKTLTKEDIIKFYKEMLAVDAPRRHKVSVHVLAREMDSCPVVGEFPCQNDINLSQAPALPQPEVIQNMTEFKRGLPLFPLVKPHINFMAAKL
IDE cell inh: human IDE inhibitors in live cells, primary screen, fluorescence polarization, HEK cells, FAbetaB substrate; FAbetaB cleavage; inhibition, % at 5.59 µM; hit rate 0.41% among 320,000;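 active = percent inhibition above the average of all tested compounds plus 3 SD, set per screening campaign, cut at about 16% in these data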;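 also: IDE supplied by intact live HEK cells; FP after avidin binding of uncleaved biotin substrate so inhibition keeps polarization high; 0% = DMSO wells and 100% = 60 µM reference IDE inhibitor Ii1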
Starred values were filed as active, the others as inactive. The list is partial; count on the stated rates, not on these rows.

SMILES	IDE act	IDE cell inh
Cc1noc(C)c1COc1ccccc1C(=O)N(C)Cc1ccc(C(C)(C)C)cc1	4	-3
COc1ccccc1NC(=O)Nc1nc(CC(=O)NCc2c(F)cccc2F)cs1	-2	5
COc1ccc(C(=O)Nc2nc(-c3ccccn3)cs2)cc1S(=O)(=O)N1CCOCC1	-2	8
O=C(CCNC(=O)c1ccc(Cl)cc1)Nc1cccc(S(=O)(=O)N2CCCCC2)c1	5	-3
COc1cc([C@@H]2CC=C(C(=O)O)[C@H](c3ccc(C)cc3)N2S(=O)(=O)c2ccc(C)cc2)cc(OC)c1OC	-3	1
CC(C)c1ccc(NC(=O)COC(=O)c2nn(C)c(=O)c3ccccc23)cc1	-2	-2
O=Cc1ccc(C(=O)OCC(=O)NC(=O)Nc2ccccc2F)cc1	-3	0
Cc1onc(-c2ccccc2)c1C(=O)OCC(=O)Nc1ccc(Cl)cc1	8	-3
Cc1cc(Br)ccc1SCC(=O)NNC(=O)c1ccco1	4	-3
COc1ccc(OC)c2sc(N3CCN(C(=O)c4ccc([N+](=O)[O-])s4)CC3)nc12	2	-5
NC(=O)c1ccc(N2CCN(S(=O)(=O)c3cccs3)CC2)c([N+](=O)[O-])c1	2	-3
Cc1cc(C)c(NC(=O)CSc2nc(=O)n(CCN3CCOCC3)c3c2CCCC3)c(C)c1	-1	4
COc1ccc(NC(=O)CN(C)C(=O)c2cc3c(cc2Cl)N2CCCCCC2=NS3(=O)=O)cc1	0	-1
CCCCn1c(N)c(N(CCOC)C(=O)CSCc2ccc(C)cc2)c(=O)[nH]c1=O	3	-2
CCOc1ccc(N2CC(C(=O)NNC(=O)c3ccc(F)cc3)CC2=O)cc1 (stereo not drawn)	-1	3
CCC(C)N(C(=O)CSc1nc2ccc(OC)cc2[nH]1)C1CCS(=O)(=O)C1 (stereo not drawn)	4	-6
CC(C)=CCC[C@](C)(OC1OC(COC2OCC(O)C(O)C2O)C(O)C(O)C1O)C1CC[C@]2(C)C1C(O)CC1[C@@]3(C)CCC(O[C@@H]4O[C@H](CO)C(O)C(O)C4O[C@@H]4OC(CO)C(O)C(O)C4O)C(C)(C)C3CC[C@]12C (stereo partly drawn)	4	7
Cc1ccc(-n2ccnc(SCC(=O)NCCc3ccccc3)c2=O)cc1F	-3	3
CCN(C[C@H]1N[C@@](CC)(C(=O)OC)[C@H]2C(=O)N(Cc3ccccc3)C(=O)[C@@H]12)C(=O)c1ccc(C)cc1	-1	2
O=C(COC(=O)c1ccc(Cl)c(S(=O)(=O)N2CCOCC2)c1)Nc1ccc2[nH]c(=O)[nH]c2c1	3	-3
Cc1cccc(OCc2nnc(SC(C)C(=O)Nc3ccc(N4CCOCC4)cc3)o2)c1 (stereo not drawn)	4	3
Cc1cc(C)n2nc(C(=O)OCC(=O)Nc3ccc4c(c3)OCCO4)nc2n1	6	-2
COc1ccccc1C(=O)NC(=O)COC(=O)CNC(=O)c1ccccc1	-3	4
CC[C@@]1(C(=O)OC)N[C@H](CN(C)S(=O)(=O)c2ccc(-c3ccccc3)cc2)[C@@H]2C(=O)N(Cc3ccccc3)C(=O)[C@@H]21	-3	-1
CC(=O)c1cccc(OCC(=O)Nc2cc(S(=O)(=O)N3CCOCC3)ccc2N2CCCC2)c1	4	-8
CCCCn1c(N)c(N(CC(C)C)C(=O)CCNC(=O)c2ccccc2Cl)c(=O)[nH]c1=O	-1	-2
Cn1cnnc1SCC(=O)c1ccc2c(c1)NC(=O)CO2	4	-2
COc1ccc(NC(=O)CNC(=O)C23CC4CC(CC(C4)C2)C3)c(OC)c1	4	-4
CC(C)c1ccc(NC(=O)CSc2nc(=O)n(CCCN3CCOCC3)c3c2CCCC3)cc1	0	9
O=C(CN1CCN(c2ccccn2)CC1)Nc1ccccc1C(=O)Nc1ccccc1	6	-8
COc1cc2c(-c3cc(F)cc(F)c3)c(-c3ccsc3)oc(=O)c2cc1OC	0	5
O=C(COC(=O)C1=COCCO1)NC1CCCCC1	5	-3
Cc1ccc(C)c(S(=O)(=O)N2CCN(C(=O)c3cc(-c4cccs4)nn3-c3ccccc3)CC2)c1	3	-7
O=C(NCC1CCCN1S(=O)(=O)c1cccs1)c1cccc([N+](=O)[O-])c1 (stereo not drawn)	-5	-4
Cc1ccc(S(=O)(=O)N2CCOCC2)cc1NC(=O)COC(=O)Cc1ccccc1	4	2
COc1ccc([C@H]2CC(=O)C=C(c3cccc(CO)c3)C2)cc1	1	5
Cc1ccc(NC(=O)COC(=O)COc2cccc3c2OC(C)(C)C3)c(C)c1	-3	5
N#CCSc1ccccc1NC(=O)COC(=O)Cc1c[nH]c2ccccc12	0	1
CC(C)=CC(=O)O[C@@H]1Cc2c(ccc3ccc(=O)oc23)OC1(C)C	-6	2
Cc1ccc2c(c1)C(=O)N1[C@H]3c4ccccc4OC[C@@H]3[C@H](c3ccccc3)[C@]1(C)C(=O)N2	-2	8

4 entries from above in another layout:
| smiles | IDE act | IDE cell inh |
| --- | --- | --- |
| O=C(COC(=O)C1=COCCO1)NC1CCCCC1 | 5 | -3 |
| Cc1ccc(C)c(S(=O)(=O)N2CCN(C(=O)c3cc(-c4cccs4)nn3-c3ccccc3)CC2)c1 | 3 | -7 |
| O=C(NCC1CCCN1S(=O)(=O)c1cccs1)c1cccc([N+](=O)[O-])c1 (stereo not drawn) | -5 | -4 |
| Cc1ccc(S(=O)(=O)N2CCOCC2)cc1NC(=O)COC(=O)Cc1ccccc1 | 4 | 2 |

The list continues.
SMILES	IDE act	IDE cell inh
COc1ccc(Cc2nnc(SCC(=O)Nc3ccc(C)cc3C)[nH]c2=O)cc1	5	-3
COc1cc(/C=C/C(=O)OCC(=O)NCCCc2ccccc2)cc(OC)c1OC	0	9
O=C(O)C1(O)C[C@H](O)C(O)[C@@H](O)C1 (stereo partly drawn)	1	4
Cc1cc(C)cc(OCC(=O)OCC(=O)NC2CCCC2)c1	2	3
COc1ccc(CNC(=O)CCCN2C(=O)NC3(CCCC3)C2=O)cc1	3	2
CCOc1ccc(S(=O)(=O)NCCC(=O)N(C)Cc2cccs2)cc1	1	-2
Cc1ccc(C(=O)NCCC2=CCCCC2)cc1S(=O)(=O)N1CCOCC1	3	2
CCn1c(SCc2ccccc2)nc2ccccc2c1=O	2	2
CCOc1ccc(NC(=O)CN(C)C(=O)c2cc(C)on2)cc1OCC	-1	3
O=C(COC(=O)c1ccc2c(c1)OCCO2)Nc1ccc(F)cc1F	-1	-2
c1ccc(CN(Cc2ccccc2)Cc2nnc(-c3cc4ccccc4[nH]3)s2)cc1	3	3
Cc1ccc(NC(=O)C2CCCC2)cc1S(=O)(=O)N1CCOCC1	3	-4
O=C(Nc1cc(-c2ccccc2)nn1C1CCCCC1)c1ccc(Cl)cc1	7	-1
O=C(NC1CCN(Cc2ccccc2)C1)c1cc(S(=O)(=O)N2CCOCC2)ccc1Cl (stereo not drawn)	-3	1
O=C(COC(=O)COc1ccccc1[N+](=O)[O-])NCc1ccc2c(c1)OCO2	2	3
COc1ccc(-c2c(C#Cc3ccsc3)c3cc(-c4cccc5[nH]ccc45)ccc3n2C)cc1	-1	1
CCCC1(CCC)NC(=O)N(CC(=O)Nc2ccc3c(c2)OCCO3)C1=O	2	4
Cc1nn(-c2ccccc2)c(C)c1C(=O)OCC(=O)Nc1ccccc1F	-1	-1
O=C(CSc1ccccc1F)Nc1ccc(N2CCOCC2)cc1	3	-2
COc1ccc(CCC(=O)OCC(=O)N(C)c2c(N)n(Cc3ccccc3)c(=O)[nH]c2=O)cc1	-1	10
CN(C)S(=O)(=O)c1ccc(C(=O)Nc2ccc3nc(N4CCOCC4)sc3c2)cc1	-1	2
COc1ccc(S(=O)(=O)Nc2cccc3c2O[C@H](CN(C)C(=O)Nc2ccc(C(F)(F)F)cc2)[C@@H](C)CN([C@H](C)CO)C3=O)cc1	6	-1
CC(=O)NC(CC(=O)OCC(=O)NCCc1ccccc1)c1ccccc1 (stereo not drawn)	-1	2
COc1ccccc1CNC(=O)COC(=O)C1CC1	-1	-3
C=CCN(c1ccccc1)S(=O)(=O)c1cccc(C(=O)NC2CCN(Cc3ccccc3)CC2)c1	-2	2
CCN(CC(=O)Nc1ccc(OC)cc1)C(=O)C1CCN(C(=O)c2ccc(Cl)cc2)CC1	3	3
Cc1nn(C2CCS(=O)(=O)C2)c(C)c1CN(C)C(=O)c1ccc(Cl)cc1 (stereo not drawn)	3	4
O=C(COC(=O)Cc1ccc(F)cc1)NC(=O)NC1CCCC1	0	-7
Nc1c(C(=O)Nc2ccc3c(c2)OCCO3)nnn1Cc1ccc(F)cc1	0	-3
Cc1ccc(S(=O)(=O)Nc2cccc(C(=O)NCc3ccccn3)c2)cc1F	2	2
CC(C)[C@H](NC(=O)OCc1ccccc1)C(=O)OCC(=O)Nc1ccc(N2CCOCC2)cc1	2	0
CCOc1ccc(CCNC(=O)c2cccc(S(=O)(=O)N3CCCCC3)c2)cc1OCC	5	6
CCc1noc(C)c1C(=O)N1CCN(S(=O)(=O)c2ccc(C(C)=O)cc2)CC1	4	-1
CC(=O)c1cc(Cl)ccc1OCC(=O)Nc1cccc(S(=O)(=O)N2CCCC2)c1	4	-1
O=S(=O)(NCC1COc2ccccc2O1)c1ccccc1F (stereo not drawn)	0	-2
COc1ccc(-c2csc(NC(=O)c3cccc(N4C(=O)CCC4=O)c3)n2)cc1OC	1	4
Fc1ccc(CN2CC[C@H]3C=CCc4cccc(c43)C2)cc1	0	4
COc1ccc(C(=O)NCc2ccco2)cc1S(=O)(=O)NC1CC1	0	-5
CC(C)n1ncc2c(C(=O)Nc3ccc(S(N)(=O)=O)cc3)cc(C3CC3)nc21	0	-2
COc1ccc(S(=O)(=O)Nc2ccc3c(c2)CC(=O)N([C@@H](C)CO)C[C@H](C)[C@@H](CN(C)S(=O)(=O)c2ccc(F)cc2)O3)cc1	4	0

Some of these compounds in order of their number in IDE cell inh, rising:
SMILES	IDE act	IDE cell inh
NC(=O)c1ccc(N2CCN(S(=O)(=O)c3cccs3)CC2)c([N+](=O)[O-])c1	2	-3
CC(=O)c1cc(Cl)ccc1OCC(=O)Nc1cccc(S(=O)(=O)N2CCCC2)c1	4	-1
COc1ccc(-c2c(C#Cc3ccsc3)c3cc(-c4cccc5[nH]ccc45)ccc3n2C)cc1	-1	1
Cc1ccc(C(=O)NCCC2=CCCCC2)cc1S(=O)(=O)N1CCOCC1	3	2
CCN(CC(=O)Nc1ccc(OC)cc1)C(=O)C1CCN(C(=O)c2ccc(Cl)cc2)CC1	3	3
COc1ccccc1NC(=O)Nc1nc(CC(=O)NCc2c(F)cccc2F)cs1	-2	5

Continuation:
SMILES	IDE act	IDE cell inh
O=C(COc1ccc2c(-c3ccccc3)cc(=O)oc2c1)NC(Cc1c[nH]c2ccccc12)C(=O)O (stereo not drawn)	5	5
COC(=O)[C@]1(Cc2ccccc2)N[C@H](CN(C)S(=O)(=O)c2ccc(C(C)(C)C)cc2)[C@@H]2C(=O)N(C)C(=O)[C@@H]21	0	2
Clc1cc2cccnc2c2ncccc12	-1	4
Cc1ccc(CNC(=O)c2ccc(N3CCC4(CC3)CC(c3cccc(Br)c3)=NO4)c(NC(=O)c3ccc(Br)cc3)c2)cc1	2	7
CC(=O)Nc1ccc(S(=O)(=O)N(C)CC(=O)OCC(=O)N2CCCC2=O)cc1	4	3
CC(=NNC(=O)c1cccc(S(=O)(=O)N2CCOCC2)c1)c1ccc(Cl)cc1	-1	1
Cc1ccc(NS(=O)(=O)c2cccc(C(=O)N3CCCCCCC3)c2)cc1	7	2
COc1cc(/C=C/C(=O)OCC(=O)N(C)Cc2ccccc2)ccc1O	3	-3
Cc1cccc(N2CC(C(=O)Nc3ccccc3N3CCCC3)CC2=O)c1C (stereo not drawn)	2	-5
CC(C(=O)Nc1ccon1)N1C(=O)c2ccccc2S1(=O)=O (stereo not drawn)	0	1
COCCNc1nnc(SCC(=O)Nc2nnc(-c3ccccc3)o2)s1	0	2
CCOc1ccc(CCNC(=O)CSCC(=O)Nc2cccc(C)c2)cc1OCC	0	-2
CC1CCN(C(=O)COC(=O)c2cc(Cl)c3c(c2)OCO3)CC1	2	6
COc1ccc(CN(C)C(=O)Cn2ccc(N)nc2=O)cc1OC	2	-2
C=CCN1C(=O)C(=O)N(CC(=O)c2ccc3c(c2)CCCC3)C1=O	0	-5
Cc1ccc(C)c(C(=O)CCC(=O)NNC(=O)c2cccs2)c1	0	5
COc1ccc(C(=O)NCCS(=O)(=O)NCC2CCCO2)cc1 (stereo not drawn)	0	-8
CCCCn1c(SC(C)C(=O)NCC2CCCO2)nc2cc(C(=O)OC)ccc2c1=O (stereo not drawn)	4	-2
Cc1ccc(C)c(S(=O)(=O)N2CCN(CC(=O)NC(C)c3ccccc3)CC2)c1 (stereo not drawn)	0	6
CSc1ccc(C2=CC(=O)C[C@H](c3ccc(Cl)cc3)C2)cc1	4	2
COc1ccccc1C(CNC(=O)C1CC(=O)N(Cc2ccc(C)cc2)C1)N1CCCC1 (stereo not drawn)	3	0
CC1CCN(S(=O)(=O)c2ccc(Cl)s2)CC1	-2	5
CCOc1ccc(S(=O)(=O)Nc2cccc(C(=O)NCC(c3ccco3)N3CCCC3)c2)cc1 (stereo not drawn)	3	5
CCOC(=O)C1=C(C)NC(C)=C(C(=O)OCC)C1C(=O)OCC(=O)NCCc1ccc(S(N)(=O)=O)cc1	3	-4
COC(=O)c1cccc(NC(=O)c2cccc(N3C(=O)CCC3=O)c2)c1	-1	1
CN(CC(=O)Nc1ccc(S(=O)(=O)N2CCOCC2)cc1)Cc1ccc(F)cc1	6	0
CC1CN(S(=O)(=O)c2cc(C(=O)N(C)Cc3cccs3)ccc2Cl)CC(C)O1 (stereo not drawn)	-1	-5

Bioassay records: PubChem, The Scripps Research Institute Molecular Screening Center
